Compound activity (PubChem)
HGIII-sPLA2 inh = Inhibits HGIII-sPLA2 liposome hydrolysis, primary screen. QFRET BODIPY PC-A2 liposome hydrolysis, fluorescence. AID 743126. 0.56% of 370,000 active. inhibition, % at 12.2 µM;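 active = inhibition above mean plus 3 SD of compounds lying within the high and low control bounds, cut at about 19% in these data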;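 note: 0% = median of test compound wells and 100% = no enzyme DMSO wells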
Target sequence (Q9NZ20 whole entry, looked up): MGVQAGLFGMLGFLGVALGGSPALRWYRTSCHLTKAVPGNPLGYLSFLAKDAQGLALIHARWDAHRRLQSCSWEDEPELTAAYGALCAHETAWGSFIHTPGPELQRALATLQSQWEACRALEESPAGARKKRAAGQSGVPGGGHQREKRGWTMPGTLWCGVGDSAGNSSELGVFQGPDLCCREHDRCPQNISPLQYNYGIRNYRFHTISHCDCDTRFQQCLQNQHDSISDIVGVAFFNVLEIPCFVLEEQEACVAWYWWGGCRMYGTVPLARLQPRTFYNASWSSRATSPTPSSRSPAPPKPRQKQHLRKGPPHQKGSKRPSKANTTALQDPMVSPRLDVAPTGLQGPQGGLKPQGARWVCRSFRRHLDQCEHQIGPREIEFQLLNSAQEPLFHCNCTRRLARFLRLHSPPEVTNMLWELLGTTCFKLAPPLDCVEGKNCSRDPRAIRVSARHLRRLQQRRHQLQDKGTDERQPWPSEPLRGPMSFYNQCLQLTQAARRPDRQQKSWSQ
ssDAF12 agonist = activators of S. stercoralis DAF-12 nuclear receptor; HEK293 ssDAF-12/GRIP1 lit1-tk-luc reporter, luminescence; % of 3 µM dafachronic acid response; activation, % at 6.8 µM; 1% of 370,000 active;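 active = activation above the mean over all tested compounds plus 3 SD, cut at about 0.9% in these data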;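 note: 0% = DMSO-only wells and 100% = 3 µM delta7-dafachronic acid wells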
ADAM17 inh = inhibitors of human ADAM17; P78536; recombinant ADAM17, EDANS/DABCYL FRET peptide cleavage; inhibition, % at 6.95 µM; 0.83% of 370,000 active; AID 720648;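 active = inhibition above the mean of compounds lying between control limits plus 3 SD, set per campaign, cut at about 8.5% in these data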;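 note: 0% = DMSO-only wells as the low control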
hgDAF-12 ag = hgDAF-12 agonism, primary luciferase screen | HEK293 GAL4-hgDAF12 UAS-luciferase reporter, agonist luminescence; normalized to butyrate control | AID 687014 | 1.8% of 370,000 active | activation, % at 6.8 µM;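 active = activation above a cutoff set at the mean of all screened compounds plus 3 SD, cut at about 10% in these data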;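 note: 0% = DMSO wells and 100% = sodium butyrate wells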
hcDAF-12 act = activates DAF-12 receptor from parasite H. contortus; HEK293 hcDAF-12 lit1-tk-luc reporter, luminescence; 0% DMSO, 100% Δ7-dafachronic acid; activation, % at 6.8 µM; 1.4% of 370,000 active; AID 652067;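 active = activation above the mean of all tested compounds plus 3 SD, cut at about 5.5% in these data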;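 note: 100% = response to 3 µM Δ7-dafachronic acid high control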
PLC-gamma1 inh = inhibitors of human phospholipase C gamma1; P19174; purified PLC-gamma1, fluorogenic substrate, fluorescence; inhibition, % at 12.2 µM; 0.84% of 370,000 active; AID 720700; in the data active = inhibition above about 9.5%
ADAM10 inh = inhibitors of human ADAM10; O14672; AID 720582; 0.62% of 370,000 active; recombinant ADAM10, EDANS/DABCYL FRET peptide cleavage, 3 h; inhibition, % at 7 µM;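 active = inhibition above a per-campaign cutoff equal to the mean of compounds falling between control-based bounds plus 3 SD, cut at about 20% in these data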;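 note: 0% = DMSO wells while the 100% control is not disclosed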
DAX1 inh-1 = inhibitors of human orphan nuclear receptor DAX1 (NR0B1); 0.99% of 340,000 active; AID 504766; inhibition, % at 6.75 µM; HEK293 Gal4-DAX1 luciferase reporter, luminescence;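 active = inhibition above the mean over all tested compounds plus 3 SD, cut at about 4.2% in these data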;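 note: 0% = DAX1-transfected cells with DMSO and 100% = empty-vector control cells with DMSO; inhibition shows as a rise in luminescence from relieved DAX1 repression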
Target sequence (P51843 207-470 limits assumed): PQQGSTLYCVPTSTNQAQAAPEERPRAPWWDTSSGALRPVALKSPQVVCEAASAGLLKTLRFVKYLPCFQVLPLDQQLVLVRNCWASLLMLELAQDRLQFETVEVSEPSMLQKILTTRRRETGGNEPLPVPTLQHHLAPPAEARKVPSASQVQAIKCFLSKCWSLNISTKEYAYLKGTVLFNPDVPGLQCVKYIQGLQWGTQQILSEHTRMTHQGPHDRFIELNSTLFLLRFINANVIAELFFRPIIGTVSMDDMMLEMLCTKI
GAA850 FXN act = increases GAA850 frataxin promoter reporter activity; HEK293 lucGAA850 FXN promoter luciferase reporter, 24 h; percent of 10 µM SAHA response; activation, % at 6 µM; 0.56% of 360,000 active;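 active = activation above the average of all compounds screened plus 3 SD, cutoff fixed separately per campaign, cut at about 7.5% in these data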;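 note: 0% = DMSO wells and 100% = 10 µM SAHA wells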
PLCb3 inh = blocks human PLC-beta3 enzyme activity; Purified PLC-beta3, fluorogenic substrate, fluorescence; inhibition, % at 12.2 µM; 0.18% of 370,000 active; in the data active = inhibition above about 11%;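 note: 0% = median of compound wells on plate and 100% = full blocker control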
DAX1 inh-2 = DAX1 (NR0B1) inhibition, primary screen. HEK293T StAR-luciferase reporter, SF-1/DAX-1 repression relief. inhibition, % at 6.8 µM. 1.1% of 370,000 active. AID 652010;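 active = inhibition above the mean over all tested compounds plus 3 SD, cut at about 3.6% in these data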;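 note: 0% = DAX-1 cells with DMSO and 100% = cells lacking DAX-1 with DMSO; higher inhibition means more luminescence from relief of DAX-1 repression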
Starred values were filed as active, the others as inactive; · = not tested or not shown.

SMILES	HGIII-sPLA2 inh	ssDAF12 agonist	ADAM17 inh	hgDAF-12 ag	hcDAF-12 act	PLC-gamma1 inh	ADAM10 inh	DAX1 inh-1	GAA850 FXN act	PLCb3 inh	DAX1 inh-2
O=C(CCc1ccccc1)NC(=S)Nc1ccc(S(=O)(=O)N2CCOCC2)cc1	0	-1.2	2	-1.7	-2.5	5	2	-0.8	3.6	-3	-0.9
CC1CCN(S(=O)(=O)c2ccc3c(c2)c(=O)c(C(=O)N2CCOCC2)cn3C)CC1	-1	-1.5	-2	0.8	1.0	2	3	-0.4	0.4	3	0.3
O=C(O)CCCn1cc(NC(=O)COc2ccccc2)cn1	-1	-1.2	6	-1.0	0.3	11*	-5	0.7	0.9	-1	0.3
CCOC(=O)c1sc(C(=O)OCC)c(OCCO)c1OCCO	-3	-0.4	0	1.4	-0.1	3	-3	2.5	4.7	5	0.2
CCN1CCN(C(=O)Nc2ccccc2OC)CC1	5	-0.1	-5	-0.7	-0.5	0	2	0.7	0.3	-2	0.9
O=C(C1Cc2ccccc2CN1S(=O)(=O)c1ccc(F)cc1)N1CCCCC1 (stereo unspecified)	1	-1.2	-2	-0.5	-1.8	2	-1	-1.1	3.0	2	-0.9
CC(=O)NC(c1ccccc1)c1nc(-c2cccc(F)c2)cs1 (stereo unspecified)	-6	-0.9	-3	-3.3	-1.7	0	2	·	3.5	-3	-0.5
CCN(CC)S(=O)(=O)c1ccc(C)c(NC(=O)Cn2c(=O)cnc3ccccc32)c1	-4	-0.4	-18	-1.4	-1.8	-15	-63	-0.6	0.9	-21	-0.5
NC(=O)C1CCN(C(=O)c2ccc(Cl)c(S(=O)(=O)N3CCCCCC3)c2)CC1	14	-1.6	-6	-2.4	-2.0	-1	-21	-0.6	-0.2	-8	0.6
CCCCn1c(N)c(N(CCOC)C(=O)c2ccc(-n3c(C)ccc3C)cc2)c(=O)[nH]c1=O	2	-0.5	-7	-0.5	1.8	-18	-19	-0.2	2.2	-29	0.8
CCc1nc2c(OCc3ccc(Cl)cc3)cccn2c1N(C)C(=O)c1ccncc1	5	-0.9	-2	-1.2	-1.8	2	-4	·	-0.2	-1	1.1
Cc1noc(/C=C/N(C)C)c1S(=O)(=O)N1CCCC(C(=O)Nc2ccc3c(c2)OCO3)C1 (stereo unspecified)	0	-1.1	7	-0.8	-0.2	-5	18	1.1	0.0	-8	-0.7
COc1cccc(/C=N/N2CCN(C)CC2)c1	-2	-2.2	-2	-6.7	-2.5	0	-3	0.9	5.1	-2	-1.1
O=C(COC(=O)CCc1ccccc1)Nc1ccc(F)cc1Cl	-3	-1.0	0	-0.8	3.2	-1	3	0.1	3.2	-10	0.1
CC(C)(C)NC(=O)C1CN(S(=O)(=O)c2ccccc2)CCN1S(=O)(=O)c1ccccc1 (stereo unspecified)	4	-1.2	-3	-2.6	-1.2	4	-5	1.3	-0.1	-1	-0.5
O=S1(=O)c2ccc(Br)cc2N2CCC[C@@H]2CN1C1CC1	1	-1.4	1	-1.7	-0.8	-1	2	-0.5	1.4	-2	-1.0
CC(NS(=O)(=O)c1ccc(Br)cc1)C(c1cccs1)N1CCOCC1 (stereo unspecified)	-3	-0.7	0	-0.4	-0.8	0	0	0.0	0.3	2	0.0
COc1ccc(-n2c(Cc3ccccc3)nnc2SCc2ccc([N+](=O)[O-])cc2)cc1	-1	-1.4	-1	-2.6	0.3	0	11	-0.1	-0.9	0	-0.3
O=C1C(c2ccncc2)N(CCC2=CCCCC2)C(=O)CN1C1CCCCC1 (stereo unspecified)	0	-1.3	6	-2.6	-0.7	5	7	-0.3	-9.7	2	0.4
COc1cccc(Nc2nc(C(N)Cc3ccc(Cl)cc3)cs2)n1 (stereo unspecified)	10	-1.1	8	-0.4	-1.4	9.5*	12	·	-3.5	2	-0.8
Cn1cccc1C(=O)N1CCN(S(=O)(=O)c2ccc(C(C)(C)C)cc2)CC1	-8	-1.3	-1	-3.3	-3.0	0	0	·	·	-1	-1.3
CC(=O)Nc1ccc(-c2ccnc3c2CC(C)(C(=O)NCC2CCOCC2)O3)cc1 (stereo unspecified)	9	-0.7	-7	0.5	-1.3	-1	-17	·	-1.8	-1	-0.4
CCOC(=O)C1=C(C)N(CCCCCC(=O)O)C(=O)NC1c1ccc([N+](=O)[O-])cc1 (stereo unspecified)	2	-1.0	-6	1.0	0.9	0	1	1.4	-0.2	5	0.1
CCN1CCN(CCCNC(=O)Cn2nc(C)n3nc(-c4ccccc4)cc3c2=O)CC1	3	-1.1	0	-0.1	-1.2	2	-2	0.7	1.5	-8	1.1
O=C(Nc1ccc(Cl)cn1)c1ccc2nccnc2c1	2	1.6*	1	7.5	1.4	1	2	0.9	2.4	-12	6.4*
COCCNC(=O)COc1ncnc2scc(-c3ccc(F)cc3)c12	2	-1.0	-5	-0.8	-0.3	-1	-7	1.8	0.0	4	-0.6
CCN(CC)C(=O)c1ccc(S(=O)(=O)N2CCC(c3nc4ccccc4s3)CC2)cc1	-1	-1.7	-2	-3.0	-0.1	3	-3	-0.9	-5.0	4	-0.2
Cc1cc(NC(=O)C2CC(c3ccc(F)cc3)=NO2)no1 (stereo unspecified)	10	-1.2	1	-0.7	-0.8	9	16	0.0	-1.6	7	0.2
O=S(=O)(Nc1cccc(Br)c1)c1cccc2nsnc12	-16	0.4	-4	1.4	-0.7	0	-5	-0.9	2.1	-4	0.3
COc1ccc(NC(=O)CN(C)C(=O)c2ccc3c(c2)NC(=O)CS3)cc1	-5	-1.5	-1	0.9	-1.0	5	-1	1.5	0.2	-4	-0.5
O=C(CSc1nnc(Cc2ccccc2)o1)c1ccc2c(c1)OCO2	-59	-0.7	1	-0.4	-1.2	0	5	-1.6	1.0	1	-0.6
COc1ccc(N(C(=O)C(C)C)S(=O)(=O)c2cccs2)cc1	6	-0.9	-3	2.0	-1.2	1	-4	-0.4	-6.3	-2	-0.5
Cc1nn(Cc2ccccc2)c(Cl)c1C(=O)OCC(=O)NC(=O)NC12CC3CC(CC(C3)C1)C2	-3	-0.1	-1	3.1	0.2	2	-3	0.4	1.9	4	0.0
CN(c1ccc(C(=O)NCC2CCCO2)cc1)S(=O)(=O)c1ccc(Cl)cc1 (stereo unspecified)	-3	-1.1	-3	1.1	-1.2	2	-7	1.1	-0.2	0	-0.8
CCNc1c(NS(=O)(=O)c2ccc(OC)cc2)c(=O)oc2ccccc12	-13	-0.5	0	3.5	0.6	0	11	0.9	-0.1	1	-0.3
COC(=O)C1=C(C)N(C)C(=O)NC1c1cccc2ccccc12 (stereo unspecified)	-4	-1.0	2	-4.1	-2.8	0	8	2.6	1.3	-4	-0.1
Cc1ccnc(NC(=O)C(C)N2C(=O)c3ccccc3S2(=O)=O)c1 (stereo unspecified)	5	-0.4	2	4.5	-0.1	5	6	-0.8	1.9	6	-0.2
Cc1ccc(-n2c(=O)c3c4c(sc3n3c(=S)[nH]nc23)CCC4)cc1	15	-1.7	0	-1.9	-1.5	-2	-4	·	2.6	-7	-0.3
Cc1ccc(Sc2c(CO)c(-c3ccccc3)nn2C)cc1	-12	-0.7	2	-7.1	-2.6	3	1	1.3	-0.1	-1	0.5
CCCSC1=C(C#N)C(c2ccccc2OCC)CC(=O)N1 (stereo unspecified)	6	-1.6	-1	-1.4	-1.1	3	-1	2.7	-1.4	0	-0.3

2 entries from above in another layout.
smiles | HGIII-sPLA2 inh | ssDAF12 agonist | ADAM17 inh | hgDAF-12 ag | hcDAF-12 act | PLC-gamma1 inh | ADAM10 inh | DAX1 inh-1 | GAA850 FXN act | PLCb3 inh | DAX1 inh-2
CC(=O)Nc1ccc(-c2ccnc3c2CC(C)(C(=O)NCC2CCOCC2)O3)cc1 (stereo unspecified) | 9 | -0.7 | -7 | 0.5 | -1.3 | -1 | -17 | · | -1.8 | -1 | -0.4
CCN1CCN(CCCNC(=O)Cn2nc(C)n3nc(-c4ccccc4)cc3c2=O)CC1 | 3 | -1.1 | 0 | -0.1 | -1.2 | 2 | -2 | 0.7 | 1.5 | -8 | 1.1

New compounds follow:
SMILES	HGIII-sPLA2 inh	ssDAF12 agonist	ADAM17 inh	hgDAF-12 ag	hcDAF-12 act	PLC-gamma1 inh	ADAM10 inh	DAX1 inh-1	GAA850 FXN act	PLCb3 inh	DAX1 inh-2
Cc1ccc(N(CCC#N)C(=O)COC(=O)c2cc(C)no2)cc1	7	-1.2	-7	-2.4	-1.2	-1	-1	0.7	1.5	-10	-1.3
O=C(NCCc1ccccc1)c1ccc(Cl)c(S(=O)(=O)N2CCOCC2)c1	-7	-0.1	-1	0.8	-0.6	-1	5	-0.4	-0.5	-2	-0.6
Cc1ccc(C(=O)OCC(=O)NC2CCCc3ccccc32)o1 (stereo unspecified)	15	-1.1	-7	-3.5	-0.9	4	-2	-0.6	2.0	2	-0.9
Cc1ccc(-c2cc(-c3nnc(SCC(=O)Nc4cccc5ccccc45)n3N)[nH]n2)cc1	9	-0.6	1	-1.1	-0.3	1	-2	·	·	-5	-0.2
COc1ccccc1NC(=O)Cn1c(=O)c(N(C)C)c(N)n(C)c1=O	4	0.1	-6	1.4	-0.1	2	-9	0.4	2.0	-3	0.3
CC(=O)c1cccc(N(C(=O)CNC(=O)c2ccco2)C(C(=O)NC2CCCC2)c2ccco2)c1 (stereo unspecified)	2	-0.4	2	-2.9	-0.8	3	0	-1.3	-0.3	-1	0.1
Cc1cn([C@H]2C[C@H](O)[C@@H](/C=C/C(=O)NCC(c3ccccc3)c3ccccc3)O2)c(=O)[nH]c1=O	-1	-1.3	-2	0.6	-2.0	3	0	·	·	0	-0.2
CCOC(=O)C1CCCN(C(=O)CCNS(=O)(=O)c2ccc(Br)cc2)C1 (stereo unspecified)	13	-1.2	-2	5.1	-0.4	8	-14	1.7	-0.1	-10	-1.7
Cn1c(=O)[nH]c(=O)c2c1nc(N/N=C/c1ccncc1)n2Cc1ccc(Cl)cc1	-3	-0.7	-2	-1.5	0.5	3	11	·	-0.6	-8	-0.1
O=C(CSc1ccc(Cl)cc1)NNC(=O)c1ccco1	-1	-1.5	-4	-1.5	-0.2	0	-8	0.1	-0.4	-6	-1.1
COc1ccc(C2C(C(=O)c3ccco3)=C(O)C(=O)N2CCCn2ccnc2)c(OC)c1 (stereo unspecified)	-7	-0.6	-4	5.5	2.4	-7	-4	-1.4	2.6	-21	-0.1
COc1ccc(C(C)=O)cc1COC(=O)c1cc(=O)c2ccccc2o1	4	-0.8	1	0.2	-0.1	4	7	-1.0	0.3	-1	0.3
O=S(=O)(c1ccc2c(c1)OCCO2)N1CCN(c2cccc(Cl)c2)CC1	-4	-1.3	8	-1.8	-0.2	2	9	-0.4	-0.4	5	-1.6
COc1ccc(OCCOC(=O)CNC(=O)c2ccc(F)cc2)cc1	-1	-1.0	-3	-0.8	1.4	0	-12	0.3	-0.9	0	0.8
CN(Cc1c(C(=O)N/N=C/c2cccc(F)c2)nnn1-c1nonc1N)c1ccccc1	-10	-1.0	5	-1.1	0.5	4	12	-0.3	1.1	-8	0.7
Cc1cc(C)c(S(=O)(=O)N2CCCCC2)c(C)c1-n1ncnn1	-2	-1.5	4	1.5	2.9	1	5	-1.2	0.6	9	1.0
